# DENV2 CPE rescue = inhibitors of DENV2 cytopathic effect, primary screen, cell-based, plate reader, single concentration; DENV2-infected cells, cytopathic effect rescue; CPE inhibition, % at 9.99 µM; 350,000 compounds, 1.7% hits; AID 651640, 2012; in the data active = CPE inhibition above about 20%, passing the limit was not always enough; inconclusive = no clear call, values can overlap the other calls; tested in BHK-21 cells;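 also: 0% = median of neutral control wells and 100% = median of positive control wells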
# F508del corr = F508del CFTR correction, initial screen, CFBE line, single point | CFBE cells, YFP halide quenching; stimulated with forskolin plus potentiator P3; % fluorescence drop versus neutral controls | activity (quench increase), % at 7.58 µM | 350,000 compounds, 0.36% hits | AID 720511, 2013;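 active = mean added fluorescence quench of at least 8% versus neutral control, with both replicates also reaching 8%; inconclusive = only one of the mean or replicate conditions met; inactive = mean below 8% and not both replicates reaching 8%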;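 also: cells transiently co-express mutant CFTR-F508del with the halide-sensitive YFP; corrector assay measuring rescue of mutant channel to the surface after 24 h compound exposure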
# PAX8 inh HTS = inhibitors of PAX8-driven TPO luciferase reporter, primary screen, RMG-I cells, single concentration | SteadyGlo, 24 h | 360,000 compounds, 1.2% hits | inhibition, % at 12.6 µM;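 active = mean replicate inhibition at least 60% with every replicate also reaching 60%; inconclusive = only one of the two criteria is met; inactive = mean below 60% and not all replicates reaching 60%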;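 also: luciferase light reporting Pax8 driven TPO promoter activity; plate controls were median of neutral control wells for no effect and mitoxantrone controls for full effect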
# Xi reactivation = activators of inactive X chromosome reactivation, primary screen, imaging, XiGFP fibroblasts, GFP high-content imaging, set 2. XiGFP mouse fibroblasts, % GFP-positive cells imaging, 3 d; cells co-treated with 5-aza-dC sensitizer; scaled so ellipticine positive control = 100%. activation, % at 7.58 µM. 360,000 compounds, 0.055% hits. AID 743238, 2013;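 active = mean normalized replicate activation at least 10% and every replicate at or above 10%; inconclusive = only one of the two criteria met; inactive = mean below 10% and not all replicates reach 10%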;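 also: 0% = median of on-plate neutral control wells and 100% = ellipticine 6 µM median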
#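 Material: SV40-immortalized XiGFP fibroblast cells, line 68-5-11 | Buffer or medium: DMEM containing 5-aza-dC | Dosing: One concentration, pinned | Times: 3 d treatment, 15 min room-temperature fixation | Controls: Ellipticine 6 µM positive control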
# EWS-Fli inh = EWS/Fli-driven NR0B1 reporter inhibitors, primary screen, A673 cells, NR0B1 luciferase, luminescence, MLPCN library. viability-normalised. inhibition, % at 12.6 µM. 350,000 compounds, 0.67% hits. AID 651661, 2012;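 active = mean inhibition of at least 50% after viability correction, with every replicate also passing that limit; inconclusive = mean reaches 50% but only one of two replicates passes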;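 also: firefly luciferase signal divided by Alamar Blue viability fluorescence both relative to DMSO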
# ARNT TACC3 PPI = disruptors of ARNT/TACC3 protein interaction, primary screen, biochemical, AlphaScreen, single concentration | inhibition, % at 9.99 µM | Transforming acidic coiled-coil-containing protein 3 (Homo sapiens), Q9Y6A5 | AID 623870, 2012 | 390,000 compounds, 0.66% hits | AlphaScreen His-ARNT PAS-B/GST-TACC3 binding, luminescence; TACC3 fragment carries E629A point mutation;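 active = mean inhibition of replicates at least 50% and at least half of replicates each reaching 50%; inconclusive = half or more replicates reach 50% but mean below 50%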;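 also: 0% = complete ARNT plus TACC3 wells and 100% = ARNT alone without TACC3; many hits fall short of the cut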
# INS-1E GSIS act = GLuc luminescence reporter in INS-1E cells, primary screen for activators of glucose-dependent secretion of insulin; INS-1E GLuc reporter insulin secretion, 2-3 h; activation, % at 16.6 µM; 370,000 compounds, 0.61% hits; AID 743287, 2014;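 active = lowest replicate activation of at least 40%, so every replicate reaches that level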;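 also: 0% = median of neutral control wells and 100% = median of IBMX positive control wells; some compounds called inactive have numbers as strong as hits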
# ERp5 block = inhibitors of ERp5-driven insulin aggregation, primary screen, biochemical, turbidity, absorbance 650 nm, single point | inhibition, % at 9.99 µM | 90 min | AID 651711, 2012 | 350,000 compounds, 0.05% hits;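 active = mean replicate inhibition above about 25%, with every replicate also reaching it, limit read from the data, passing the limit was not always enough; inconclusive = only one of those two criteria met; inactive = neither criterion met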
# Target sequence (Q15084 whole entry, looked up): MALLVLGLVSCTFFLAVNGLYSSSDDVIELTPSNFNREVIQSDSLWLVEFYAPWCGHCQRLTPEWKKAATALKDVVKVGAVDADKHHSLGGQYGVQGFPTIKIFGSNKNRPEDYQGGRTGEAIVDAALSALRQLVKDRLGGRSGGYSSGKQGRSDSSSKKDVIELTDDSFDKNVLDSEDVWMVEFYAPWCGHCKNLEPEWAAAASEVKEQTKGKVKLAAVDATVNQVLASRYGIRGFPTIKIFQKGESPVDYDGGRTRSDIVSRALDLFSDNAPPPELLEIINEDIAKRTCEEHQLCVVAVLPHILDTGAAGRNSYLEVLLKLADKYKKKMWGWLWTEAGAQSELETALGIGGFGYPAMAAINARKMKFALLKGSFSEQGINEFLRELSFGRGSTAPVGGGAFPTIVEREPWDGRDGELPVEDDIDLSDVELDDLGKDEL
# Numbers without * were called inactive; u = inconclusive; x = not tested or not shown; & = joins results of further samples.
SMILES,DENV2 CPE rescue,F508del corr,PAX8 inh HTS,Xi reactivation,EWS-Fli inh,ARNT TACC3 PPI,INS-1E GSIS act,ERp5 block
C[C@@H]1CN([C@H](C)CO)C(=O)c2cc(NC(=O)Nc3ccc(C(F)(F)F)cc3)ccc2O[C@@H](C)CCCCO[C@H]1CN(C)C(=O)C1CCCCC1,3,4.8,x,-0.5,5,1,4,-6
C[C@@H]1CN([C@@H](C)CO)C(=O)c2cc(Br)cnc2O[C@H]1CN(C)C(=O)CCN1CCCCC1,-3&-10,-0.3&1.1,-16,-0.1&-0.8,-1&1,x,43,-4&-1
Cc1ccsc1C(=O)OCC(=O)NC1CCCC1,1,3.6,-154,0.4,-78,-3,6,-1
CCCC(C)C(=O)Nc1cc([N+](=O)[O-])ccc1Cl (configuration not stated),-4,-0.5,1,0.0,7,-1,24,6
COc1ccc(NC(=O)Nc2cccc3c2O[C@H](CN(C)C(=O)NC(C)C)[C@H](C)CN([C@H](C)CO)C3=O)cc1,8,-1.5,-9,0.1,4,-2,-15,2
CCC(=O)Oc1ccc(C(=O)Nc2ccccc2C(=O)NCC(C)C)cc1,x,0.9,-2,0.0,-5,-9,26,3
CCCC(=O)N1CC2(CN(C(=O)C3CCC3)C2)c2c(n(C)c3cc(OC)ccc23)[C@H]1CO,-1,1.8,-7,0.3,-9,x,-9,1
COc1cccc(CN2CCNC(=O)C2CC(=O)N(C)CC2CCOCC2)c1OC (configuration not stated),12,1.0,-9,0.0,x,-4,0,x
O=C(NC1CCCC1)C(c1ccc(N2CCOCC2)cc1)N(C(=O)c1ccco1)c1ccccc1F (configuration not stated),-5,x,-3,0.0,-1,-3,-15,-7
COc1ccc2c3c(n(C)c2c1)[C@H](CO)N(Cc1cccnc1)CC31CCN(C(=O)c2cccnc2)CC1,2,-0.6,x,0.2,-17,x,4,3

# The closing 6 records of the part above are carried over, then new ones follow:
SMILES,DENV2 CPE rescue,F508del corr,PAX8 inh HTS,Xi reactivation,EWS-Fli inh,ARNT TACC3 PPI,INS-1E GSIS act,ERp5 block
COc1ccc(NC(=O)Nc2cccc3c2O[C@H](CN(C)C(=O)NC(C)C)[C@H](C)CN([C@H](C)CO)C3=O)cc1,8,-1.5,-9,0.1,4,-2,-15,2
CCC(=O)Oc1ccc(C(=O)Nc2ccccc2C(=O)NCC(C)C)cc1,x,0.9,-2,0.0,-5,-9,26,3
CCCC(=O)N1CC2(CN(C(=O)C3CCC3)C2)c2c(n(C)c3cc(OC)ccc23)[C@H]1CO,-1,1.8,-7,0.3,-9,x,-9,1
COc1cccc(CN2CCNC(=O)C2CC(=O)N(C)CC2CCOCC2)c1OC (configuration not stated),12,1.0,-9,0.0,x,-4,0,x
O=C(NC1CCCC1)C(c1ccc(N2CCOCC2)cc1)N(C(=O)c1ccco1)c1ccccc1F (configuration not stated),-5,x,-3,0.0,-1,-3,-15,-7
COc1ccc2c3c(n(C)c2c1)[C@H](CO)N(Cc1cccnc1)CC31CCN(C(=O)c2cccnc2)CC1,2,-0.6,x,0.2,-17,x,4,3
COc1ccc(NC(=O)CCCNC(=O)Cn2cnc3sc(C)c(C)c3c2=O)cc1Cl,-8,-3.6,7,0.0,1,-3,-19,4
Cc1noc(C)c1NC(=O)N(C)C[C@@H]1Oc2ncc(C#CC(C)(C)O)cc2C(=O)N([C@H](C)CO)C[C@@H]1C,2,-0.3,x,-0.2,-4,6,17,5
CC(=O)OC1CCC2C3CCC4=C(CC(F)C(=O)C4)C3CCC12C (configuration not stated),-7,4.2,-3,-0.2,-2,x,x,-6
COc1cccc(S(=O)(=O)Nc2ccc3c(c2)OC[C@@H](C)N(Cc2ccccc2F)C[C@@H](C)[C@H](OC)CN(C)C3=O)c1,u,0.6,31,0.5,8,-1,-31,-4
C[C@H]1CN[C@H](CCO)/C1=C\c1ccccc1,-1,-3.3,-10,0.3,8,6,-10,-1
O=C(Nc1ccc(S(=O)(=O)N2CCOCC2)cc1)C1CC1,0,-2.3,-7,0.0,4,2,16,1
Cc1ccc(CN(C)CC(=O)NC(C)c2ccccc2)cc1 (configuration not stated),0,5.8,-13,0.0,7,-4,-1,-4
COc1ccccc1S(=O)(=O)N[C@@H]1C=C[C@H](CC(=O)N2CCN(C)CC2)O[C@@H]1CO,0,0.4,-29,-0.2,3,6,19,1
Nc1cc(=O)n(Cc2ccccc2)c(=O)n1-c1ccc(Cl)cc1,-6,0.7,-7,0.0,8,-4,x,2
COc1cc(OC)c(C=Cc2ccncn2)c(OC)c1,u,0.7,-12,0.0,-1,x,24,-2
CC1CCCN(S(=O)(=O)c2ccc3c(c2)c(=O)nc2ccccn23)C1 (configuration not stated),0,0.5,-4,0.0,2,1,1,0
CN(C(=O)c1nc(-c2ccccc2)n(-c2ccccc2)n1)C1CCS(=O)(=O)C1 (configuration not stated),12,1.0,-15,0.0,-3,x,-4,3
COc1ccc(OC)c(/C=N/NC(=O)c2ccncc2)c1,2,-0.6,2,0.0,3,6,-2,1
COCCNC(=S)N/N=C1\CC(C)CC(C)(C)C1 (configuration not stated),7,-1.2,-6,0.0,15,-1,12,-9
O=C(C[C@@H]1CC[C@@H]2[C@H](COC[C@@H](O)CN2Cc2cc(F)ccc2F)O1)N[C@H]1CCN(Cc2ccccc2)C1,0,-2.1,7,0.0,2,-6,3,1
CC[C@@]12C(=O)N(c3ccccc3)C(=O)N1[C@H](c1cccc(C)c1)[C@@H]1C(=O)N(Cc3ccccc3)C(=O)[C@@H]12,4,1.3,5,0.0,-3,5,1,-4
Cc1ccc2[nH]c3c(=O)n(CC(=O)NCCCN4CCN(c5ccc(F)cc5)CC4)ncc3c2c1,13,-0.8,-11,-0.1,1,7,1,4
C[C@@](Cc1ccc(O)c(O)c1)(NN)C(=O)O,5,8.4*,-15,-0.2,10,-5,-2,4
CCc1ccc(S(=O)(=O)NCCc2cn3ccc(C)cc3n2)s1,-8,-3.0,6,0.0,-4,1,13,1
COc1cccc(CC(=O)Nc2cc(S(=O)(=O)N3CCOCC3)ccc2N2CCN(C)CC2)c1,5,0.8,1,0.0,6,x,4,-3

# Complete entries, looked up by structure. Values in the order: DENV2 CPE rescue, F508del corr, PAX8 inh HTS, Xi reactivation, EWS-Fli inh, ARNT TACC3 PPI, INS-1E GSIS act, ERp5 block
# CC1CCCN(S(=O)(=O)c2ccc3c(c2)c(=O)nc2ccccn23)C1 (configuration not stated) is entered as 0, 0.5, -4, 0.0, 2, 1, 1, 0
# O=C(NC1CCCC1)C(c1ccc(N2CCOCC2)cc1)N(C(=O)c1ccco1)c1ccccc1F (configuration not stated) is entered as -5, x, -3, 0.0, -1, -3, -15, -7
# COc1cccc(CN2CCNC(=O)C2CC(=O)N(C)CC2CCOCC2)c1OC (configuration not stated) is entered as 12, 1.0, -9, 0.0, x, -4, 0, x

# New compounds follow.
SMILES,DENV2 CPE rescue,F508del corr,PAX8 inh HTS,Xi reactivation,EWS-Fli inh,ARNT TACC3 PPI,INS-1E GSIS act,ERp5 block
O=C(CSCc1ccc(Cl)cc1)Nc1cc([N+](=O)[O-])ccc1O,2,0.5,2,0.0,15,7,-14,-10
O=C(NCC[C@H]1CC[C@@H](NS(=O)(=O)c2cccc(Cl)c2)[C@@H](CO)O1)c1cnccn1,10,-0.1,0,0.2,-3,x,-3,0
CCCN1[C@@H]2Cn3c(ccc(C4=CCCCC4)c3=O)[C@H]1[C@@H](C(=O)NCC)[C@@H]2CO,-8,-0.2,x,0.1,-7,-17,-2,-7
Cn1c(=O)c2c(ncn2CC(=O)Nc2cc(S(=O)(=O)N3CCCCC3)ccc2Cl)n(C)c1=O,12,0.9,1,-0.1,5,-5,-5,17
COc1ccc(NC(=O)Nc2ccc3c(c2)CC(=O)N([C@H](C)CO)C[C@H](C)[C@H](CN(C)Cc2ccc(C(=O)O)cc2)O3)cc1,-3&-1,-2.4&-1.3,-8,0.0&0.0,-7&4,-4&1,-4&-4,-3&-5
CCc1nc2ccccc2c(=O)n1NC(=O)c1c(O)c2ccccc2n(CC)c1=O,x,-1.0,3,0.0,1,0,-11,2
CCOc1ccc(C(=O)Nc2ccc(S(=O)(=O)N3CCN(C)CC3)cc2)cc1,10,1.2,-1,0.0,-3,33,x,1
COCCN(C(=O)COC(=O)C12CC3CC(CC(O)(C3)C1)C2)c1c(N)n(Cc2ccccc2)c(=O)[nH]c1=O,16,-1.0,-10,0.1,-3,x,-1,-3
CC(C)Cc1csc(NC(=O)c2ccc(Cl)cc2)c1C(=O)O,x,x,14,0.0,x,-5,-4,x
COc1ccc(C(=O)/C=C2/C(=O)Nc3ccccc32)cc1,-3,-7.7,11,0.0,30,-14,1,1
Cc1cc2ccccc2n1CCNC(=O)COc1ccc2ccccc2c1,5,4.0,25,-0.1,6,0,-14,2
CCCC(=O)Nc1ccc2c(c1)C(=O)N(C)C[C@@H](OC)[C@H](C)CN(Cc1ccc(-c3ccccn3)cc1)[C@@H](C)CO2,15&1,-1.4&0.4,22&10,0.1&-0.1,1&-6,11,-29&-36,-7&0
Cc1ccc(-c2cnc3c(c2)C(=O)N([C@@H](C)CO)C[C@H](C)[C@H](CN(C)Cc2ccccc2C(=O)O)O3)cc1,4,1.6,x,0.4,-9,-6,29,0
COc1ccc(CNC(=O)C[C@@H]2C[C@H]3c4cc(NC(=O)CC5CC5)ccc4O[C@H]3[C@H](CO)O2)cc1,-6,-2.5,5,-0.1,-10,-7,-9,x
